MBNL1-CUG inh: inhibitors of human MBNL1 binding to CUG repeat RNA. 0.036% of 280,000 active. Q9NR56. Potency, µM (doses to about 57.5 µM), for inactives: top-dose activity change, negative = inhibition, usual class: inhibitors. TR-FRET MBNL1-His/biotin-(CUG)12 binding, 665/545 ratio; active = well fitted inhibition curve with a large enough effect in the signal ratio, with a control signal flat, not every such curve was filed as active; inconclusive = small, poorly fitted or top-dose-only effect, or effect the other way, or a change in a side signal; inactive = no such curve, though single readings can be large or run the other way; the % refers to the signal ratio; note: potency is the fitted concentration of half-maximal effect; % is set by controls: 0 for no effect and ±100 for the full control effect
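Ratiometric TR-FRET (665 over 545 nm, excitation 340 nm) tracks disruption of MBNL1-His/biotin-(CUG)12 complex after 60 min at room temperature, with compounds at 92 nM to 58 uM final.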
RORgamma inh: inhibitors of mouse ROR gamma transcriptional activity. P51450. Drosophila S2 Gal4-RORgamma UAS-luciferase reporter, 20 h. Potency, µM (titrated, usually from 53.6 µM), without a hit: at the top dose activity change, negative = inhibition, hits mostly inhibitors. 5.4% of 310,000 active. AID 2551; note: potency is the fitted concentration of half-maximal effect; % is set by controls: 0 for no effect and ±100 for the full control effect; nearly all actives have a fitted effect of over 60% in size
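Drosophila Schneider cells stably carrying a metallothionein-driven Gal4 DBD–ROR gamma fusion and a UAS-Photinus luciferase reporter were exposed to compound for 1 hr, then induced with copper sulfate (700 uM final) for 20 hr at ambient temperature before luminescence reading.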
PKM2 act: increases activity of human pyruvate kinase M2; P14618; purified PKM2, Kinase-Glo ATP luminescence, activation; response scale: 0% is enzyme alone, no compound; Potency, µM (series often up to 57.5 µM), inactives show top-dose activation, usual class: activators; 0.34% of 260,000 active; AID 1631; note: potency is the fitted concentration of half-maximal effect; % is set by controls: 0 for no effect and ±100 for the full control effect; nearly all actives have a fitted effect of over 55% in size
Target sequence (P14618 whole entry, looked up): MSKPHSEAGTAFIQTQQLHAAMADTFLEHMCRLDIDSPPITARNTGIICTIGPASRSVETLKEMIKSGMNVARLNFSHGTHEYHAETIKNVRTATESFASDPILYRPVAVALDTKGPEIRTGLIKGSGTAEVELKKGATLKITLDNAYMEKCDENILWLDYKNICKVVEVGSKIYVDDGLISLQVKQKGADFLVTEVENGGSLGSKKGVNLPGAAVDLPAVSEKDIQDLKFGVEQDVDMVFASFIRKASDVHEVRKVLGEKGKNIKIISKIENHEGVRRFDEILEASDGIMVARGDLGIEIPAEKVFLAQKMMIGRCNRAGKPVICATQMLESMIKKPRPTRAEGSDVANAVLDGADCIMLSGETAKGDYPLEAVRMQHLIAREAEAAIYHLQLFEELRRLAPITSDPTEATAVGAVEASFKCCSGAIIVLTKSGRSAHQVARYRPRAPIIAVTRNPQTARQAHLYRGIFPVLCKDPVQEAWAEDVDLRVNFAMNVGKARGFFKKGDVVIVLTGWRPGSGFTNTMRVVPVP
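Kinase-Glo luminescence reports ATP generated from ADP (0.1 mM) and PEP (0.5 mM) by purified hPK-M2 after 1 h at room temperature, pH 7.2 imidazole buffer; intermediate enzyme activity allows detecting inhibitors and activators.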
Gal4-VP16 FLuc: counter-screen for ROR gamma inhibitors: Gal4-VP16 reporter | Drosophila S2 Gal4-VP16 UAS-luciferase, luminescence, 20 h | Potency, µM (top dose mostly 53.6 µM), for inactives: at the top dose activity, negative = inhibition, most hits filed as inhibitors | 3.5% of 310,000 active;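 note: Gal4-VP16 expression switched on by copper sulfate through the metallothionein promoter; potency is the fitted concentration of half-maximal effect; % is set by controls: 0 for no effect and ±100 for the full control effect; nearly all actives have a fitted effect of over 50% in size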
FLuc counter: counter-screen for miR-21 project: firefly luciferase inhibitors or activators | purified FLuc, Km substrates, luminescence inhibition | Potency, µM (top dose mostly 57.5 µM), for the others: at the highest dose activity change, negative = inhibition, most hits filed as inhibitors | 6.9% of 360,000 active;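 note: potency is the fitted concentration of half-maximal effect; plate controls were vehicle for no effect and reference inhibitor for full effect; nearly all actives have a fitted effect of over 55% in size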
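Purified P. pyralis luciferase (10nM final) with 10uM D-luciferin and 10uM ATP (Km levels) in 50mM Tris acetate pH 7.5, 10mM Mg acetate, 0.01% Tween-20, 0.05% BSA; qHTS 6-point titration, ~60 µM downward; luminescence read.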
KCNH2 3.1 block: KCNH2 3.1 (human) potassium channel inhibition; U2OS KCNH2 3.1, thallium flux FluxOr; stronger effect = lower value; activity change, % (tested at about 1.8 µM); 0.95% of 340,000 active; AID 720553;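 active = maximum activity change below -70%; inconclusive = maximum activity change from -70% to -50%; inactive = maximum activity change above -50%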;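 note: thallium influx rate constant from kinetic fluorescence after stimulation buffer; % is set by controls: 0 for no effect and ±100 for the full control effect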
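U2OS cells transduced with KCNH2 3.1 mutant virus (1.77 x 10^8 /mL, 4 h), plated overnight at 37 C, loaded 45 min with FluxOr dye plus Red40 quencher. Thallium flux rate constant from kinetic reads after stimulation buffer, normalised to controls.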
ELG1 repair inh: blocks ELG1-dependent DNA repair in HEK293T cells; HEK293T ELG1-luciferase reporter, luminescence, 16 h; DNA damage induced by 5-fluorouridine; Potency, µM (series often up to 46.1 µM), for the others: at the highest dose activity change, negative = inhibition, hits mostly inhibitors; 2.3% of 330,000 active; note: potency is the fitted concentration of half-maximal effect; % is set by controls: 0 for no effect and ±100 for the full control effect; nearly all actives have a fitted effect of over 55% in size
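Cells (2,000 per well) received 5-fluorouridine plus test compound or DMSO and were incubated 16 hr at 37 °C, 5% CO2. Luciferase activity was read by luminescence 30 min after ONE-Glo addition; signal suppression marked inhibition of damage-induced ELG1 function.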
Menin MLL FP TR: menin-MLL binding inhibition, Texas Red mutant peptide | Menin + Texas Red MLL mutant peptide, fluorescence polarization | Potency, µM (top dose mostly 61.6 µM), for inactives: at the highest dose FP activity change, negative = inhibition, most hits filed as inhibitors | 0.23% of 270,000 active | AID 1768; active = well fitted inhibition curve with a large enough effect in the polarisation, with a control signal flat, not every such curve was filed as active; inconclusive = small, poorly fitted or top-dose-only effect, or effect the other way, or a change in a side signal; inactive = no such curve, though single readings can be large or run the other way; the % refers to the polarisation; note: potency is the fitted concentration of half-maximal effect; % of control where 0% means no effect; many of its hits are not listed in these tables
Target sequence (O00255 whole entry, looked up): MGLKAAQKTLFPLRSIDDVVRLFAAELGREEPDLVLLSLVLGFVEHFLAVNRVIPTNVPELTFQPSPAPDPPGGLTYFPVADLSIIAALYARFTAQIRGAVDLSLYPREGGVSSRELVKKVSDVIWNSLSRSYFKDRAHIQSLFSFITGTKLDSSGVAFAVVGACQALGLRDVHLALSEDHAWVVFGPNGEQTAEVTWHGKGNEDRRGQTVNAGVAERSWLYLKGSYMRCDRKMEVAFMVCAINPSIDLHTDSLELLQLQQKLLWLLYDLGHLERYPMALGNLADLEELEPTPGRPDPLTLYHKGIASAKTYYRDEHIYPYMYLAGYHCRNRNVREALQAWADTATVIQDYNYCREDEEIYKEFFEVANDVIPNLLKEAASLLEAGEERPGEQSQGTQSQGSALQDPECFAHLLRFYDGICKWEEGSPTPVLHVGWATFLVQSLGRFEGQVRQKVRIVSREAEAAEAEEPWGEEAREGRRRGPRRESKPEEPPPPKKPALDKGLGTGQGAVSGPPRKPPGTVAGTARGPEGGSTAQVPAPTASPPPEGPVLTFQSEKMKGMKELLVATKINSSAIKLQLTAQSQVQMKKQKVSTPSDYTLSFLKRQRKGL
Mito fusion yeast: mitochondrial division inhibition or fusion activation | S. cerevisiae fusion-defective mutant growth rescue, CellTiterGlo 48 h | Potency, µM (doses to about 46.1 µM), for the others: at the highest dose growth rescue (activation), hits mostly activators | 0.23% of 320,000 active | AID 485298;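 note: potency is the fitted concentration of half-maximal effect; % of control where 0% means no effect; nearly all actives have a fitted effect of over 45% in size; temperature-sensitive fusion mutants such as fzo1-1 at 37 °C on non-fermentable ethanol glycerol medium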
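Temperature-sensitive fusion-defective S. cerevisiae (e.g. fzo1-1, mgm1-5) were grown with compound in YPEG medium (3% ethanol, 3% glycerol) for 48 hours at 37C. Growth rescue was measured as viability by CellTiterGlo luminescence after 10 minutes at ambient.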
NPC1 prom act: activates the NPC1 promoter. 2.4% of 320,000 active. Huh7 NPC1 promoter luciferase reporter, 24 h. Potency, µM (doses to about 9.22 µM), without a hit: at the highest dose activation, actives largely listed as activators;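 note: potency is the fitted concentration of half-maximal effect; % of control where 0% means no effect; nearly all actives have a fitted effect of over 60% in size; reporter is driven by a mutant NPC1 promoter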
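Stable NPC1-promoter luciferase Huh7 line; cpd (DMSO) 24 h, 37 °C, 5% CO2; Amplite luciferase reagent 10 min RT; luminescence readout. qHTS format.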
Rab9 prom act: Rab9 promoter activation; Huh7 Rab9 promoter-luciferase reporter, luminescence, 24 h; Potency, µM (series often up to 9.22 µM), for the others: at the top dose activation, negative = inhibition, actives largely listed as activators; 2.8% of 320,000 active; AID 485297; note: potency is the fitted concentration of half-maximal effect; % of control where 0% means no effect; nearly all actives have a fitted effect of over 60% in size
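Steps: seed 1500 Huh7 Rab9-luc cells per well, rest 2 h at 37 °C; add compound in DMSO; incubate 24 h; add luciferase reagent, 10 min ambient; read luminescence.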
An asterisk follows results filed as active; ? = inconclusive; · = no result given; [ ] = remark or other dose. Unless noted, calls come from the whole dose curve; as a rule, active = well fitted curve in the direction sought with a large enough effect; inconclusive = small, poorly fitted or top-dose-only effect, or another doubt; inactive = no such curve, though single readings can be large; an effect the other way counts as inactive or inconclusive. Some of the compounds tested, so the mix of outcomes need not match the whole.

SMILES	MBNL1-CUG inh	RORgamma inh	PKM2 act	Gal4-VP16 FLuc	FLuc counter	KCNH2 3.1 block	ELG1 repair inh	Menin MLL FP TR	Mito fusion yeast	NPC1 prom act	Rab9 prom act
Cc1cc(Oc2ccccc2)nc2ccc(O)cc12	-3%	24%	1%	17%	-18%	·	?	6%	20%	0%	0%
Cn1c2ccccc2c2cnn(CC(=O)N3CCCCC3)c(=O)c21	10%	39%	1%	27%	-15%	-1	?	·	-3%	14%	11%
Cc1cccc(C2=NN(c3ccccc3)[C@@H](C(=O)N3CCOC3=O)[C@@H]2c2ccc(Cl)cc2)c1	·	1%	·	-18%	·	-31	3%	?	·	·	·
COc1ccc(CCNC(=O)C2(C)CCC(=O)N2Cc2ccc(F)cc2Cl)cc1OC (centres undefined)	-1%	12%	·	5%	1%	4	-3%	1%	-1%	-4%	16%
CC(=O)c1cccc(NC(=O)C2CCCC2)c1	-5%	3%	-2%	4%	5%	7	-2%	-2%	10%	-3%	-4%
COC(=O)/C=C1/N/C(=N\c2nc(C)cc(C)n2)N(c2ccc(Cl)cc2)C1=O	·	?	0%	5%	3%	3	-7%	13%	-6%	0%	1%
Cc1cc(C)c(S(=O)(=O)CCC(C)C)c(=O)[nH]1	1%	2%	0%	5%	5%	3	6%	22%	-1%	-1%	1%
Cc1ccccc1NC(=O)Cc1nnc(SCc2ccc(Cl)c(Cl)c2)n1C	-2%	10%	-15%	4%	0%	2	16%	?	8%	-4%	5%
Cn1cnc(S(=O)(=O)NC2CCN(Cc3ccccc3)CC2)c1	-2%	-8%	0%	-8%	-3%	26	9%	12%	11%	3%	-2%
COC(=O)c1ccc(CSc2nc(C(F)(F)F)c3c(c2C#N)CCC3)o1	0%	-3%	-2%	1%	-7%	-6	-1%	·	-10%	1%	-2%
COC(=O)c1c(-c2ccc(OC)cc2)sc2ccccc12	·	·	·	·	?	·	?	·	7%	12%	-11%
O=C(CNC(=O)c1ccco1)Nc1ccncc1	·	·	·	·	-1%	17	27%	·	-1%	-2%	-2%
CN(CCCNC(=O)c1cn(C)c2ccc(S(=O)(=O)N(C)C)cc2c1=O)c1ccccc1	-3%	29%	13%	-6%	6%	-4	?	2%	-4%	-1%	-4%
Cc1ccc2c(c1)N(CC(=O)NC1CCCC(C)C1C)C(=O)c1cccnc1O2 (centres undefined)	10%	-4%	-2%	-1%	1%	9	5%	-20%	4%	-1%	6%
COc1ccc(C2=NOC(C(=O)N3CCCCCC3)C2)cc1OC (centres undefined)	15%	4%	0%	5%	1%	-2	5%	-21%	3%	5%	-6%
Cc1ccc(-c2nnc3cccc(Cl)n23)cc1	·	-22%	0%	4%	-6%	5	-8%	-20%	0%	1%	-2%
CN=c1scc(C)n1/N=C/c1ccc(O)cc1O	?	0.63µM*	-11%	1.3µM*	0.43µM*	6	?	?	1%	0.45µM*	0.71µM*
COc1ccc(Nc2nc(-c3cccc(OC)c3O)nc3ccccc23)cc1	5%	28%	·	2%	3.8µM*	-1	?	?	18%	?	13%
CCCCOC(=O)C1=C(C)Nc2ncnn2C1c1cc(OC)ccc1OC (centres undefined)	1%	-21%	-7%	5%	-1%	24	23%	-3%	2%	2%	-7%
O=C(Nc1nncs1)c1cc(S(=O)(=O)N2CCOCC2)ccc1Cl	0%	-15%	·	1%	-3%	2	8%	-2%	3%	9%	-5%
Cc1ccc(NC(=O)C(=O)NCCN2CCN(C(=S)Nc3ccccc3)CC2)cc1	-5%	13%	-1%	-7%	5%	3	6%	-6%	-6%	-5%	-7%
COC(=O)c1c(C)oc2ccc(N(C(=O)Oc3ccccc3)S(=O)(=O)c3ccccc3)cc12	7%	12%	-10%	5%	9%	-14	?	?	2%	-4%	-5%
COc1ccc(S(=O)(=O)Nc2cccc(S(=O)(=O)NC3=NCCC3)c2)cc1[N+](=O)[O-]	·	·	·	·	8%	-4	12%	·	1%	2%	-3%
NS(=O)(=O)c1ccc(CNC(=O)c2cc(-c3cccs3)nc3ccccc23)cc1	18%	-1%	0%	-9%	-18%	-15	?	·	8%	1%	1%
CCN1CCCC1CNC(=O)C1CCN(Cc2nc(-c3cccc(Br)c3)oc2C)CC1 (centres undefined)	1%	2%	-3%	-11%	0%	-6	?	?	-4%	1%	-7%
O=C(Nc1ccc2c(c1)OCO2)C1CCN(S(=O)(=O)c2ccc3c(c2)OCCO3)CC1	3%	40%	2%	5%	0%	4	?	?	-1%	0%	-10%
CCOC(=O)C1=NN(c2ccc(Cl)cc2)/C(=C/C2=NCCc3cc(OC)c(OC)cc32)S1	89%[activator]	-4%	10%	7%	-2%	6	?	·	-8%	0%	-2%
Cc1ccc(/C(=N/Nc2nc3ccccc3s2)C2=C(O)c3ccccc3C2=O)cc1	5%	4.5µM*	1%	?	?	2	8%	?	-5%	-4%	5%
CN(C)CCNC(=O)C12CC3(C)CC(C)(CC(C)(C3)C1)C2	4%	0%	-21%	1%	7%	16	-3%	10%	-2%	-1%	-5%
O=c1c(C/C=C/c2ccccc2)c(O)ccn1CCc1c[nH]c2ccccc12	-2%	31%	-19%	-1%	-17%	5	-11%	?	7%	4%	14%
C=CCOC(=O)C1=C(C)NC(=O)NC1c1cn(-c2ccccc2)nc1-c1cccs1 (centres undefined)	1%	33%	0%	-5%	-2%	7	?	-1%	-3%	-5%	-9%
O=C(Nc1ccccc1Br)c1ccc(OC(=S)N2CCOCC2)cc1	-3%	11%	-9%	9%	-6%	2	-30%	29%	6%	-7%	-2%
O=C(Nc1ccc(Oc2ccccc2)nc1)C1CCN(Cc2cccc(F)c2)CC1	6%	23%	1%	-29%	-2%	-37	?	-2%	-8%	-9%	-10%
CCOc1ccc(CCNC(=O)CCC(=O)Nc2ccc3nc(N4CCN(C)CC4)cc(C)c3c2)cc1OCC	5%	22%	1%	-13%[10 µM]	-13%	1	-4%	-7%	26%	-1%	-3%
O=C(Nc1ccc(NC(=O)c2cccs2)cc1Cl)c1ccco1	4%	?	-5%	-7%	-5%	-5	?	?	19%	?	?
CCN1C/C(=C/c2sccc2C)c2nc3ccccc3c(C(=O)O)c2C1	?	-7%	-15%	2%	?	6	19%	·	-5%	6%	0%
O=C1COc2ccc(C(=O)COC(=O)/C=C/c3cccc(F)c3)cc2N1	·	3%	-12%	-27%	0%	-20	1.8µM*	·	-2%	-3%	-3%
O=c1c2cc(NC(=S)N3CCCC3)ccc2nc2n1CCCCC2	-7%	42%	2%	-7%	2%	13	1%	16%	3%	-4%	0%
CCNS(=O)(=O)c1ccc(CCC(=O)N2CCC(C)CC2)cc1	-2%	47%	3%	2%	0%	-11	10%	0%	3%	0%	9%
OCCNCc1cc(Br)ccc1OCc1ccccc1	?	5%	-4%	3%	0%	-2	4%	-11%	-8%	1%	-2%
COC(=O)C(NC(=O)C(CC(C)C)NC(=O)C1CCC(C)CC1)C(C)C (centres undefined)	2%	-18%	4%	-1%	-1%	3	-8%	·	0%	-4%	-5%
COc1ccc(CCNc2nc(-c3ccccn3)cs2)cc1OC	29%	?	-1%	-16%	-18%	-20	18µM*	·	2%	-5%	13%
S=c1sc2c(N3CCOCC3)ncnc2n1-c1ccccc1	-7%	0%	1%	-21%	?	6	?	8%[11.7 µM]	-6%	25%	?
Cc1nc(-c2c(C(=O)NNC(=O)Nc3c(C)cccc3C)noc2C)cs1	·	-2%	-2%	-3%	5%	2	24%	·	-4%	-1%	8%
Cc1cccc(OC(=O)c2cn(C)nc2C(F)(F)F)c1C	-9%	1%	-14%	-8%	-4%	-1	-6%	8%	-2%	3%	-1%
COc1ccc(CNC(=O)[C@@H](NC(=O)C2CCN(C(=O)[C@@H](N)CCSC)CC2)C(C)C)cc1	1%	-10%	-12%	-1%	2%	4	27%	-5%	1%	-3%	-8%
COC(=O)Cn1c2ccc(OC)cc2c2nc3ccccc3nc21	9%	-15%	0%	-10%	-2%	2	-18%	1%	3%	2%	-9%
O=C(O)c1ccc(C2CCCCC2)cn1	-3%	7.9µM*	-14%	?	-11%	13	7%	-22%	-8%	2%	-1%
